Source: PubChem BioAssay (several laboratories)
M18AAP inhibitor = blocks P. falciparum M18 aspartyl aminopeptidase; inhibition, % at 7.35 µM; recombinant PfM18AAP, H-Glu-NHMec fluorogenic cleavage; actives 1.2% (n = 290,000);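 active means inhibition above the campaign mean inhibition over all tested compounds plus 3 SD, cut at about 28% in these data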;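 further: 0% = plate median of test compound wells and 100% = 2 mM ZnCl2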
NALP1 yeast inh = inhibitors of NALP1 inflammasome in yeast | S. cerevisiae NALP1/ASC/caspase-1 growth, X-gal OD620, 72 h | actives 0.61% (n = 280,000) | inhibition, % at 10 µM; in the data active means inhibition mostly above about 24%, no sharp cut-off; inactive means mostly below about 32%; further: some compounds called inactive have numbers as strong as hits
PHOSPHO1 block = PHOSPHO1 (human) inhibition; Q8TCT1; recombinant PHOSPHO1, absorbance phosphatase assay; inhibition, % at 13.3 µM; actives 1.1% (n = 290,000); AID 1565; in the data active means inhibition above about 60%
MEKK3 PB1 HTS = raises or lowers MEK5 binding to the human MEKK3 PB1 domain. Q99759. bead-based flow cytometry, Alexa488-MEK5 binding to MEKK3; actives lie on both sides; 0 = blocked by unlabeled MEK5, 100 = vehicle. binding response (% of control), % at 10 µM. actives 1.4% (n = 290,000);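 active means binding response more than 3 SD above or below the average of its plate-row segment, actives on both sides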;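 further: Alexa488 bead fluorescence after subtracting the streptavidin-only scavenger bead signal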
Target sequence (Q99759 whole entry, looked up, the tested form may be a part): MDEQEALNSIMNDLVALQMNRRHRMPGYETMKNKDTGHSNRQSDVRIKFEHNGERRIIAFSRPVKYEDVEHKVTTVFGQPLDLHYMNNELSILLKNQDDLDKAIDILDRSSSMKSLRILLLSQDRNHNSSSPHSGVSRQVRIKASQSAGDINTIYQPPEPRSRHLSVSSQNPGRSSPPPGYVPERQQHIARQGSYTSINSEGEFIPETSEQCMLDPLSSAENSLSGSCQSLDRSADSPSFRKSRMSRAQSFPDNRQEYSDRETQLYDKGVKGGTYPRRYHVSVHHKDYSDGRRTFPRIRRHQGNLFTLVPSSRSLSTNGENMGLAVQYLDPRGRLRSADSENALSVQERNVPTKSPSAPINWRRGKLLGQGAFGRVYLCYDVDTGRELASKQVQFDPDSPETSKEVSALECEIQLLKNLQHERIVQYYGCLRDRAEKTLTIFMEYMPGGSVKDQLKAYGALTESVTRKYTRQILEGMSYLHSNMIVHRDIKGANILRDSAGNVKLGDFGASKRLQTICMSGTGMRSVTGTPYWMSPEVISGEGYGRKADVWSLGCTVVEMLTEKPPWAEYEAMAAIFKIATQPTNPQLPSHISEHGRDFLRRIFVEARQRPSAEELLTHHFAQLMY
MEKK2wt PB1 HTS = raises or lowers MEK5 binding to wildtype human MEKK2 PB1 domain. binding response (% of control), % at 10 µM. Q9Y2U5. AID 1531. bead flow cytometry, Alexa488-MEK5 binding to MEKK2 WT; actives lie on both sides. actives 1.1% (n = 290,000); in the data active means binding response below about 67% or above about 130%
GPR7 antag = blocks human GPR7 receptor signaling; GPR7-expressing cells, fluorescence antagonist assay; inhibition, % at 4.4 µM; actives 1.1% (n = 290,000); P48145; in the data active means inhibition above about 16%, passing the limit was not always enough;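 further: cells stimulated with the agonist NPW; 0% = agonist with vehicle and 100% = vehicle without agonist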
Target sequence (P48145 whole entry, looked up): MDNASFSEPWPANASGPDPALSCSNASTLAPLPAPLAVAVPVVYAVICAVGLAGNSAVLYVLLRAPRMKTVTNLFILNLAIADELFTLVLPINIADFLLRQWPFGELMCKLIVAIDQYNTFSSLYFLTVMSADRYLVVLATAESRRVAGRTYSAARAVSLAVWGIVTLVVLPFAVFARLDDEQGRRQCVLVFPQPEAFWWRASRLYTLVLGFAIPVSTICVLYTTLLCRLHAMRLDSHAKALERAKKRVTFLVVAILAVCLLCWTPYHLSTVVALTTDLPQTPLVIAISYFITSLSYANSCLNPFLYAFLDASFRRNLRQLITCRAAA
FID counter = counter-screen for HCV NS3 helicase inhibitors: DNA intercalator displacement. DNA fluorescent intercalator displacement, fluorescence. inhibition, % at 7.9 µM. actives 0.17% (n = 290,000). AID 1845; in the data active means inhibition above about 37%;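 further: 0% = vehicle and 100% = reference compound; higher means more ethidium bromide displaced from hairpin DNA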
OXTR ag = human OXTR agonism | AID 2435 | activation, % at 3 µM | actives 0.32% (n = 320,000) | CHO-OTR cells, Fluo-8 calcium fluorescence; normalized: DMSO 0%, oxytocin 100%;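 active means activation above the mean of all tested compounds plus 3 SD, cutoff set per screening run, cut at about 20% in these data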;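 further: peak over basal fluorescence ratio from a 100 s FLIPR kinetic read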
MEKK2mut PB1 HTS = signal of MEK5 binding to mutant human MEKK2 PB1 domain; bead flow cytometry, Alexa488-MEK5 binding to MEKK2 mutant; percent response, % at 10 µM; actives 0.35% (n = 290,000); AID 1530; in the data active means percent response above about 24%, passing the limit was not always enough; further: inactives centre near 1; some results filed as inactive read as strong as hits; reference of the scale not given here
An asterisk follows results filed as active; / = not tested or not shown. No enrichment for hits; overall some 6.2% were active at least once.

SMILES	M18AAP inhibitor	NALP1 yeast inh	PHOSPHO1 block	MEKK3 PB1 HTS	MEKK2wt PB1 HTS	GPR7 antag	FID counter	OXTR ag	MEKK2mut PB1 HTS
CC(=O)N1c2ccc(S(=O)(=O)NCC3CCC(C(=O)NC4CCCCC4)CC3)cc2CC1C (configuration not stated)	1	8	27	100	99	0	-50	0.1	-1
Cc1c(C#N)c(NC(=O)CCl)n(Cc2cccs2)c1C	-4	-26	-106	102	102	-6	-1	-1.1	-1
COc1ccc(CCNC(=O)CSc2nc3[nH]ncc3c(=O)n2-c2ccc(Br)cc2)cc1OC	11	13	-1	107	100	-6	-23	0.6	-2
COc1ccc(C(=O)N[C@H](C(=O)NCc2ccco2)C(C)C)cc1	5	11	3	98	89	-9	-4	-0.2	4
C=CCNC(=S)NNC(=O)c1ccc(Br)o1	14	13	2	104	101	-3	5	-0.8	0
CSc1cccc(NC(=O)CNS(=O)(=O)c2ccccc2)c1	0	20	18	95	94	-3	-6	/	-6
O=C(Nc1cccc(-n2cnnn2)c1)c1ccccc1Br	13	28	2	99	95	25	-3	-0.2	-5
COC(=O)c1cc(C#N)c(N2CCOCC2)nc1C	3	19	29	92	95	-16	0	-0.8	-1
Cc1c(-c2nnc(-c3ccc(C(F)(F)F)cc3)o2)cnn1-c1ccccc1	-1	-20	-23	108	105	0	1	0.4	6
CNC(=O)c1sccc1S(=O)(=O)Cc1c(Cl)cccc1Cl	-1	8	2	101	99	-5	-6	-0.9	9
COc1ccccc1CCNC(=O)C1CCC(=O)N(Cc2cccc(F)c2)C1 (configuration not stated)	-3	-5	17	105	102	21	-26	/	4
CSc1ccc(CN2CCSCC2)cc1	1	14	45	102	109	-16	0	/	7
N/C(=N\OC(=O)Cc1ccc(Cl)cc1)c1ccccn1	-15	8	-7	/	/	9	-8	-1.4	/
COc1cc(C(F)(F)F)ccc1C(=O)NCCc1ccco1	0	26	11	101	102	9	-13	-1.6	6
Cc1nn(-c2ccccc2)c2c1C(O)n1c(nc3ccccc31)S2 (configuration not stated)	6	29	0	83	88	8	-11	-1.1	-7
CC(C)(C)C(=O)NC(=S)N1CCc2ccccc21	5	17	-1	110	110	-6	-1	-0.7	5
Cc1ccc(C(=O)C(C)OC(=O)C2=COCCO2)cc1C (configuration not stated)	-1	18	3	91	99	4	-11	-0.1	0
Cc1ccc(NC(=O)COc2cccc3ccc(C)nc23)c(Br)c1	1	28	9	105	102	-5	-32	-0.4	1
CCc1ccc(N=C2NC(=O)/C(=C/c3cc(OC)c(O)c(OC)c3)S2)cc1	28*	4	10	101	101	-15	-21	/	4
CCCOC(=O)CC1C(=O)NCCN1Cc1ccccc1C (configuration not stated)	-2	/	/	110	113	6	-22	1.8	16
Cc1c(Cl)cccc1NC(=S)N1CCN(c2ccccn2)CC1	3	5	-19	102	87	-2	19	0.1	2
N/C(Cc1ccc(Cl)c(Cl)c1)=N\OC(=O)c1cccs1	-3	22	27	98	96	20*	-5	-0.2	-6
O=C(NC1CCCCC1)c1c2c(nc3ccccc13)CCC2	-6	0	16	118	104	-1	-12	-1.7	0
CSC1CCCCC1(O)CSc1nc2c(cc1C#N)CCCC2 (configuration not stated)	11	7	27	97	94	-16	-3	-2.5	-5
Cc1ccc(S(=O)(=O)/N=C(/NC(=S)Nc2cccc(C)c2)c2ccccc2)cc1	14	-2	10	/	/	1	-5	-0.1	/

An excerpt of these results, as labelled records.
> COc1ccc(CCNC(=O)CSc2nc3[nH]ncc3c(=O)n2-c2ccc(Br)cc2)cc1OC
- M18AAP inhibitor = 11
- NALP1 yeast inh = 13
- PHOSPHO1 block = -1
- MEKK3 PB1 HTS = 107
- MEKK2wt PB1 HTS = 100
- GPR7 antag = -6
- FID counter = -23
- OXTR ag = 0.6
- MEKK2mut PB1 HTS = -2

> COc1ccc(C(=O)N[C@H](C(=O)NCc2ccco2)C(C)C)cc1
- M18AAP inhibitor = 5
- NALP1 yeast inh = 11
- PHOSPHO1 block = 3
- MEKK3 PB1 HTS = 98
- MEKK2wt PB1 HTS = 89
- GPR7 antag = -9
- FID counter = -4
- OXTR ag = -0.2
- MEKK2mut PB1 HTS = 4

> C=CCNC(=S)NNC(=O)c1ccc(Br)o1
- M18AAP inhibitor = 14
- NALP1 yeast inh = 13
- PHOSPHO1 block = 2
- MEKK3 PB1 HTS = 104
- MEKK2wt PB1 HTS = 101
- GPR7 antag = -3
- FID counter = 5
- OXTR ag = -0.8
- MEKK2mut PB1 HTS = 0

> CSc1cccc(NC(=O)CNS(=O)(=O)c2ccccc2)c1
- M18AAP inhibitor = 0
- NALP1 yeast inh = 20
- PHOSPHO1 block = 18
- MEKK3 PB1 HTS = 95
- MEKK2wt PB1 HTS = 94
- GPR7 antag = -3
- FID counter = -6
- OXTR ag = /
- MEKK2mut PB1 HTS = -6

Later entries
SMILES	M18AAP inhibitor	NALP1 yeast inh	PHOSPHO1 block	MEKK3 PB1 HTS	MEKK2wt PB1 HTS	GPR7 antag	FID counter	OXTR ag	MEKK2mut PB1 HTS
O=C(Cn1nc(Cl)nc1Cl)c1ccc([N+](=O)[O-])cc1	-2	14	18	103	102	9	2	0.5	-1
CC1CCN(c2cc(=O)n(C3CCCCC3)c(=O)[nH]2)CC1	3	30	2	111	111	-17	-1	0.9	14
CCOc1ccccc1N1CCN(Cc2cnc(-c3ccccc3)[nH]2)CC1	-4	/	3	90	103	-8	3	1.2	-18
Cc1ccc(C(=O)N/C(=C\c2ccc(Cl)cc2)C(=O)NCCCN2CCOCC2)cc1	1	12	4	98	97	9	28	-1.0	-3
Cc1cc(-c2ccc(C(C)C)c(S(=O)(=O)N3CCN(c4ccccc4)CC3)c2)on1	1	11	42	107	107	27*	-35	1.3	5
CCN(CC)c1ccc2cc(C(=O)O)c(=O)oc2c1	7	40	11	98	98	0	-10	0.9	-7
C=CCN1C(=O)c2ccc(C(=O)NCCc3ccc(OC)c(OC)c3)cc2C1=O	-2	-8	11	101	98	-1	-32	0.6	-1
CCOc1ccc(NC(=O)COc2ccc3c(c2)OCO3)cc1	-2	14	-2	100	98	-6	-18	-0.3	5
CCOc1ccc(C(C)=O)cc1Cc1c(O)nc(N)[nH]c1=O	-11	13	-15	105	111	-4	-2	-0.5	22
O=C(O)C1CCCCC1C(=O)Nc1ccc2c(c1)CCC2 (configuration not stated)	12	4	-1	102	103	-10	2	0.3	2
O=C(NNC(=O)C1C2CCC(C2)C1C(=O)O)c1ccc(Cl)cc1 (configuration not stated)	-6	-2	24	100	97	-11	1	1.9	-5
CCN(CC(O)COCc1ccc(Cl)cc1)C1CCCCC1 (configuration not stated)	5	22	9	97	93	-7	1	1.4	-10
Cc1ccc(C2CCN(C(=S)Nc3cccc(Cl)c3)C2)cc1 (configuration not stated)	3	15	-13	99	102	-16	-10	-1.5	0
COc1ccc(OCCOc2ccc(C)nc2[N+](=O)[O-])cc1	-7	28	10	106	104	1	3	0.7	4
CCCN(CCC)S(=O)(=O)c1ccc(C(=O)Nc2ccc(OCC(=O)N3CCOCC3)cc2)cc1	-7	11	-2	105	108	5	-46	1.4	1
C=CCn1c(=S)[nH]c2ccccc2c1=O	5	-10	3	104	105	-15	-4	-0.8	2
CCCCC(CCC(=O)O)(C(=O)OCC)c1csc(Nc2ccccc2)n1 (configuration not stated)	-5	3	-3	103	93	4	-48	-0.2	-6
Cn1ccnc1SCC(=O)NC1CCCCC1	12	18	62*	103	105	-11	0	0.0	4
CC(=O)Nc1ccccc1C(=O)C(=O)Nc1ccc(C)c(C)c1	-3	26	1	93	94	-6	-4	0.2	-2
O=C(NNC(=O)C1CC(c2cccnc2)=NO1)Nc1cccc(F)c1 (configuration not stated)	3	-17	-8	/	/	-2	-3	0.3	/
CCOc1ccc(NC(=O)CCC(=O)NNC(=O)COc2ccc(C)cc2)cc1	-10	-4	37	102	98	11	-5	-1.6	-5
CCOC(=O)C1C(C(=O)NN)C1C(=O)Nc1ccccc1 (configuration not stated)	-10	-38	45	109	101	2	-8	-0.9	-47
CC(=O)N1N=C(c2cccc(O)c2)CC1c1cccs1 (configuration not stated)	-1	12	8	106	108	-4	-6	/	2
COc1ccccc1CNC(=O)c1ccncc1	10	13	29	104	107	-13	1	0.5	2
CCOC(=O)C1CCCN(/C=C2\SC(=S)N(CC)C2=O)C1 (configuration not stated)	0	-4	24	98	99	-8	-9	3.3	-2
SMILES	M18AAP inhibitor	NALP1 yeast inh	PHOSPHO1 block	MEKK3 PB1 HTS	MEKK2wt PB1 HTS	GPR7 antag	FID counter	OXTR ag	MEKK2mut PB1 HTS
CCOc1ccc2nc(NC(=O)CSc3nc(SC)ns3)sc2c1	-11	6	12	98	97	2	2	-1.7	-1
O=C(NCCc1ccc(Cl)cc1)C1CC(=O)N(CCc2ccccc2)C1 (configuration not stated)	-5	17	30	101	103	16	-35	0.5	1
O=C(Nc1ccccc1C(F)(F)F)c1cc(S(=O)(=O)N2CCOCC2)ccc1F	7	-4	-45	107	100	-5	-2	-0.6	1
Cc1cc(=O)n(C(NC(=O)c2ccccc2)C(=O)c2ccccc2)cn1 (configuration not stated)	3	11	10	93	103	1	-1	-0.5	1
COc1ccc(N2CC(C(=O)O)CC2=O)cc1 (configuration not stated)	-4	7	-2	111	112	3	7	0.1	5
O=c1[nH]c(-c2ccc3c(c2)OCO3)nc2c1sc(=S)n2-c1ccccc1	-8	8	-1	98	90	9	-3	-0.2	-5
CC(=O)Nc1ccccc1NC(=O)C/C(C)=N/NC(=O)c1ccccn1	41*	-15	10	95	96	15	-14	4.7	-8
Cc1cc(-n2cnc(-c3cn[nH]c3C)n2)no1	-2	0	7	94	89	-5	-3	0.8	-9
O=C(Nc1ccc(F)cc1)Nc1ccc(Cl)cn1	-2	-2	29	105	106	-8	-1	-0.4	5
Cc1ccc(C)c(S(=O)(=O)NCCOc2nc(NC(C)C)nc(NC(C)C)n2)c1	-1	0	15	100	95	-2	-31	-1.4	-2
CCOC(=O)c1cc(-c2ccccc2)sc1NC(=O)C(C)OC(=O)c1cccc(S(=O)(=O)N(C)C)c1 (configuration not stated)	-3	30	-7	103	100	-3	1	-0.6	0
COc1ccc(NC(=O)Nc2nnc(CC(=O)Nc3ccccc3)s2)cc1	9	/	38	110	110	-4	-2	0.3	5
CC(C)C[C@H](NC(=O)N1CCCCCC1)C(=O)O	-10	19	20	103	99	-9	-4	0.7	7
CCN1CCOC(CC(=O)Nc2cccc([N+](=O)[O-])c2)C1=O (configuration not stated)	-3	/	17	98	98	-11	-7	-0.5	-2
COc1ccc(S(=O)(=O)N2CCN(CCC(=O)Nc3ccc(F)cc3)CC2)cc1	1	22	2	98	99	-6	-14	0.2	1
CC(C(=O)Nc1ccc2c(c1)OCO2)N(c1ccc(Cl)cc1)S(C)(=O)=O (configuration not stated)	3	8	16	91	97	-10	-12	-0.7	-5
CC(=O)CSc1nc2c(c(=O)[nH]c(=O)n2C)n1CCCc1ccccc1	2	15	14	102	104	15	-19	-0.2	1
O=C1C(Cc2cccc([N+](=O)[O-])c2)S/C(=N/N=C/c2ccco2)N1c1ccccc1 (configuration not stated)	-1	3	-4	90	90	-7	-3	-0.1	-2
Cc1cc(N/N=C/c2cccc([N+](=O)[O-])c2)nc(-n2nc(C)cc2C)n1	-1	-2	33	102	104	-11	-2	-0.7	3
O=C(CN(CCc1ccccc1)S(=O)(=O)c1ccc(Br)cc1)N/N=C/c1ccc2c(c1)OCO2	5	18	3	117	104	-7	2	2.7	1
Cc1ccc(NC(=O)CSc2nc3ccccc3c(=O)n2CC2CCCO2)cc1 (configuration not stated)	-14	7	27	103	107	4	-25	-1.3	10
COc1cc(/C=N/N=C(\N)c2nonc2N)cc(OC)c1OC	3	9	7	102	99	-2	-3	-0.1	-3
O=C(Nc1cc(S(=O)(=O)N2CCOCC2)ccc1N1CCCC1)c1cc(=O)[nH]c2ccccc12	0	/	6	92	97	-17	-13	0.9	-1
Cc1ccc(/C=N/NC(=O)CCSc2ccccc2)cc1	5	3	-18	107	107	-2	-8	-1.1	-1
CCCc1c(C(=O)N/N=C(\C)CCc2ccc(OC)cc2)nnn1-c1nonc1N	9	10	51	97	88	-7	-20	0.3	-8
